Polio RdRp inh: inhibitors of poliovirus RNA polymerase binding and polymerization | poliovirus polymerase elongation, fluorescence polarization; hits give low values | % elongation, % (compound at 16.7 µg/mL) | 150,000 compounds, 0.66% hits | AID 588519; in the data active means % elongation below about 90%; further: some results filed as inactive read as strong as hits
Target sequence (P03300 1749-2209 limits assumed): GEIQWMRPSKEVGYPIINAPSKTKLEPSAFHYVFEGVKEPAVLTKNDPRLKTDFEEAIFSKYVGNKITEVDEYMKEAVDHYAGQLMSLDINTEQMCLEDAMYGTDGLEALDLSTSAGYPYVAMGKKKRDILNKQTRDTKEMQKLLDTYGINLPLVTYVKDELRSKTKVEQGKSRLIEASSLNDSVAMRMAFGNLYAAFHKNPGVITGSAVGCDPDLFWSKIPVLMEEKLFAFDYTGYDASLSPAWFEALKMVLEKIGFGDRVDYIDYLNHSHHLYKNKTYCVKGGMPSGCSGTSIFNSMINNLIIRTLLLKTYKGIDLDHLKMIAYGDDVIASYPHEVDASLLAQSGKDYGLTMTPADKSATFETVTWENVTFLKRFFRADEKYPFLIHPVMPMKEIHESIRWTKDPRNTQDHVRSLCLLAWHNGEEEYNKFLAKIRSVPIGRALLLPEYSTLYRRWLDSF
Polio RdRp inh FP z-score: second read-out of Polio RdRp inh, no call of its own (marks repeat the call); z-score; measured here: FP z-score; hits read low
Starred values were filed as active, the others as inactive. Not all compounds are listed; rates above refer to the full screens.

smiles | Polio RdRp inh | Polio RdRp inh FP z-score
N#Cc1c(NC(=O)C(F)(F)F)sc2c1CCCC2 | 100.0 | -0.3
CCN(CCCNC(=O)Cn1ncc2c([nH]c3ccc(C)cc32)c1=O)Cc1ccccc1 | 107.0 | 0.2
O=C(c1ccc(N2CCCC2=O)cc1)N1CCN(c2ccccc2)CC1 | 101.0 | 0.3
CCn1c(CNC(=O)c2ccccc2F)nnc1SCC(=O)NC1CCCCC1C (centres undefined) | 103.0 | 0.7
CCc1ccccc1NC(=O)Cn1nnc(-c2nc(-c3ccncc3)no2)c1N | 109.0 | 0.4
CC(C)(C)c1ccc(-c2noc(CCC(=O)Nc3cccc(Cl)c3)n2)cc1 | 107.0 | 0
Cc1ccccc1-n1nc2c(c1NC(=O)c1ccc(S(=O)(=O)N3CCOCC3)cc1)CS(=O)C2 (centres undefined) | 98.0 | -1.5
CN(C)CCN(Cc1ccccc1)CC1CC2C=CC1C2 (centres undefined) | 101.0 | -0.3
CCCN(CCC)CCNC(=O)CN1C(=O)COc2ccc(S(=O)(=O)N3CCC(C)CC3)cc21 | 106.0 | 0.3
Cc1ccc(C(=O)Nc2ccccc2)cc1S(=O)(=O)N1CCCC1 | 106.0 | 0.2
CSc1nsc(SCc2ccc(C(=O)Nc3ccc(Cl)cc3)cc2)n1 | 104.0 | 0.2
COc1ccc2c(c1)cc1n2CCN2CCN=C12 | 100.0 | -0.3
COC(=O)Cn1ncc(N2C3CC(CC(C)(C)C3)C2C)c(Cl)c1=O (centres undefined) | 103.0 | 0.2
O=S(=O)(NCc1ccccc1)c1ccc(-n2cccn2)cc1 | 101.0 | -0.6
COC(=O)c1cc(S(=O)(=O)NCCCN2CCc3ccccc3C2)c[nH]1 | 102.0 | 0.4
CCc1nc(NCCN2CCOCC2)c(C#N)c2c1CCCC2 | 99.0 | -0.7
Cc1c(C#N)c(NC(=O)CSC(=S)N2CCCC2)n(Cc2ccco2)c1C | 102.0 | 0.3
NNC(=O)c1csc(-c2ccncc2)n1 | 101.0 | -0.1
COc1ccccc1CN(C)C(C)C(=O)Nc1ccc(S(N)(=O)=O)cc1 (centres undefined) | 107.0 | -0.5
CC(C)c1cnc2c(c1SCC(=O)Nc1ccc(OC(F)(F)F)cc1)c(=O)n(C)c(=O)n2C | 109.0 | 0.1
NC(=O)C1CCN(CC(O)COc2ccc(F)cc2)CC1 (centres undefined) | 106.0 | 0.8
COc1ccc(CNC2CCCC2)cc1 | 105.0 | 0.8
COc1ccc(CCNC(=O)c2nc(SCc3ccc(F)cc3)ncc2Cl)cc1OC | 101.0 | -0.9
Cc1nc(C(F)(F)F)ccc1C(=O)Oc1ccc(OC(F)(F)F)cc1 | 110.0 | 0.8
CCc1ccc(NS(=O)(=O)c2ccc3c(c2)CCCN3C(C)=O)cc1 | 102.0 | 0
COC(=O)c1cnn2c1NCN(Cc1ccccc1)C2 | 103.0 | 0.3
CCOC(=O)c1cn(CC)c2cc(F)c(F)cc2c1=O | 101.0 | -0.2
CSc1nc(Sc2ccccc2)c(C#N)c(Sc2ccccc2)n1 | 100.0 | -0.3
Cc1ccc(SC(CC(=O)c2ccc(C(C)(C)C)cc2)C(=O)O)cc1 (centres undefined) | 99.0 | -0.5
O=C(O)COc1ccc(NC(=O)c2ccccc2F)cc1 | 101.0 | -0.2
N#CCOc1ccc(Cl)c(Cl)c1 | 100.0 | -0.7
CCC(Sc1nc2ncccc2o1)C(=O)Nc1cc(OC)ccc1OC (centres undefined) | 101.0 | 0
CCOc1ccccc1CNC(=O)CCCn1ncn2c(cc3occc32)c1=O | 104.0 | -0.4
COc1ccc(NC(=O)c2ccc3c(c2)c(C)c(C)n3Cc2ccc(F)cc2)c(OC)c1 | 106.0 | 0
Cc1ccc(OCC(=O)OCc2cc(=O)n3nc(-c4cccs4)sc3n2)cc1 | 110.0 | 0.8
C=CCN(Cc1nc(-c2ccccc2)no1)C(=O)c1ccccc1 | 98.0 | -2
Cn1nnnc1SCCNCC#Cc1ccccc1 | 99.0 | -1.6
O=C(NCc1ccccc1)c1cc(S(=O)(=O)N2CCCCC2)ccc1N1CCOCC1 | 95.0 | -0.8
CC1CN(S(=O)(=O)c2ccc3c(c2)n(C)c(=O)c(=O)n3C)c2ccccc2S1 (centres undefined) | 101.0 | 0.3
Clc1cc(N=Cc2cccnc2)ccc1N=Cc1cccnc1 | 102.0 | 0.3

Taken from above:
Reading for `COc1ccc(CCNC(=O)c2nc(SCc3ccc(F)cc3)ncc2Cl)cc1OC` in Polio RdRp inh: 101.0
Reading for `Cc1nc(C(F)(F)F)ccc1C(=O)Oc1ccc(OC(F)(F)F)cc1` in Polio RdRp inh FP z-score: 0.8

Next part
smiles | Polio RdRp inh | Polio RdRp inh FP z-score
CC(C)=N/N=c1\sc2ccccc2n1C | 99.0 | -1
CCN(CC)c1nc(NC(C)(C)C)nc(NC(C)(C)C)n1 | 102.0 | -0.2
O=C1OC(Nc2ccc3ncccc3c2)c2ccccc21 (centres undefined) | 99.0 | -0.4
CCOC(=O)c1cc2c(=O)n3ccccc3nc2n(Cc2ccco2)c1=NC(=O)c1cccc(C)c1 | 101.0 | -1.3
Cc1cc(C)c(NC(=O)CN2C(=O)c3cccnc3Sc3ccccc32)c(C)c1 | 106.0 | -0.1
CCc1ccc(NC(=O)CC2C(=O)N(c3ccc(OC)cc3)C(=O)N2Cc2ccc(OC)cc2)cc1 (centres undefined) | 107.0 | -0.2
COc1cc(NC(=S)N2CCN(CCO)CC2)c(OC)cc1Cl | 101.0 | 0.1
CN1C(=O)Cc2cc(S(=O)(=O)CCC(=O)Nc3cccc(C(F)(F)F)c3)ccc21 | 108.0 | 0.1
COc1ccc(NS(=O)(=O)c2ccc(N3C(=O)CC4(CCCC4)C3=O)c(Cl)c2)c(OC)c1 | 107.0 | 0.2
O=C(COc1ccccc1Cl)N1CCN(CCc2ccncc2)CC1 | 111.0 | 0.4
CCCC1C(C#N)=C(N)SC(N)=C1C#N | 48.0 | -6.1
Cc1oc2ncn(C)c(=O)c2c1C(=O)Nc1ccc(F)cc1 | 111.0 | 0.9
N#CCc1n[nH]c(=O)c2ccccc12 | 104.0 | 0.2
Cc1cc(C(=O)OCc2cscn2)c2ccccc2n1 | 104.0 | 0.1
O=C(Cc1ccccc1)NCCc1c[nH]c2ccccc12 | 103.0 | 0.2
Cc1cccc(NC(=O)C23CC4CC(C2)CC(n2nnc(C)n2)(C4)C3)c1 | 100.0 | -1.1
Cc1cc(C)cc(NC2=C(c3ccccc3)C(=O)c3ccccc32)c1 | 106.0 | 0.3
COc1ccc(/C=C(\C#N)c2ccc(OC)cc2)cc1 | 94.0 | -1.2
Cc1ccc(Cl)cc1NC(=O)COC(=O)c1n[nH]c2ccccc12 | 102.0 | 0
O=C(NCc1ccc2c(c1)OCO2)C1CCCCC1 | 102.0 | -0.2

Continuation.
Values run as follows: Polio RdRp inh	Polio RdRp inh FP z-score
CCOc1cccc2sc(N(Cc3cccnc3)C(=O)c3ccco3)nc12
    111.0	0.8
O=C(NCCSc1nnnn1-c1ccccc1)c1ccccc1
    103.0	0.2
N#Cc1nc(Cl)ccc1Cl
    100.0	-0.1
COc1ccccc1CCNC(=O)Cc1ccc(NC(=O)N2CCSc3ncccc32)cc1
    105.0	-0.2
CN(C)/C=N/c1nnc(SCC(=O)c2ccc(F)cc2)s1
    100.0	-0.8
CCN(CC)S(=O)(=O)c1c[nH]c(C(=O)OC)c1
    103.0	0.4
N#Cc1ccsc1NC(=O)C1C2C=CC(C2)C1C(=O)O (centres undefined)
    104.0	0.8
C=C(C)n1c(=O)n(Cc2ccccc2C)c2ccccc21
    104.0	0.4
CC1(C)CC(NC2=NCCCCC2)CC(C)(C)N1
    106.0	0.3
CCS(=O)(=O)N1CCN(Cc2ccccc2)CC1
    103.0	0.5
O=C1CC(N(C(=O)c2ccco2)c2cccc(Cl)c2)C(=O)N1c1cccc(Cl)c1 (centres undefined)
    100.0	-0.1
O=C(Cn1cnc2ccccc21)OCC(=O)c1ccc(Cl)s1
    112.0	1.1
Cc1cc2nc(-c3ccc(OCc4ccc(F)cc4)cc3)cc(C(F)(F)F)n2n1
    107.0	0.7
CC1(C)CC(NC(=S)NC2CC2)CC(C)(C)N1
    99.0	-0.5
O=S(=O)(c1ccccc1)c1cccc(S(=O)(=O)N2CCOCC2)c1
    102.0	0.1
N#CCn1c(CSc2nncn2-c2ccccc2)nc2ccccc2c1=O
    103.0	0.2
Cc1ccc(NC(=O)CSCC(=O)O)cc1
    103.0	0.3
Cc1ccccc1-c1nc(CS(=O)(=O)CC(=O)NCc2ccc3c(c2)OCO3)c(C)o1
    101.0	-0.3
O=C(Cn1cc(CO)c2ccccc21)Nc1ccc(F)cc1
    100.0	0
CC(C)CNC(=O)/C=C/c1ccc2c(c1)OCO2
    100.0	-0.5
CC(C(=O)c1ccccc1)S(=O)(=O)c1ccccc1 (centres undefined)
    98.0	-0.6
O=C(Nc1ccc2nc[nH]c2c1)C1CCCCC1
    107.0	1
CN(C)C(=O)Oc1nnc(SCC(=O)c2ccc3c(c2)OCCO3)n1C1CC1
    103.0	0.2
Cc1ccc2nc(NC(=O)CSc3nccn3-c3ccc(Cl)cc3)sc2c1
    108.0	0.2
CCNS(=O)(=O)c1ccc(NC(=O)c2nc3nc(C)cc(C(F)F)n3n2)cc1
    100.0	-0.3
Cc1ccc(Cl)cc1NC(=O)CC1Sc2ccccc2NC1=O (centres undefined)
    112.0	0.2
Cc1cc2oc(=O)cc(CN(C)c3ccccc3)c2cc1C
    103.0	0.1
CCN(C(=O)c1cc2c(Cl)nc3ccc(C)cc3c2s1)c1cc(OC)ccc1OC
    106.0	0.2
N#Cc1cc2c(ccc3ccccc32)oc1=N
    100.0	-0.4
CCc1ccccc1NC(=O)C(=O)c1cc(C)n(-c2ccccc2F)c1C
    114.0	0.4

Sorted by SMILES length (largest number first): some entries from above.
Values run as follows: Polio RdRp inh	Polio RdRp inh FP z-score
CCc1ccccc1NC(=O)C(=O)c1cc(C)n(-c2ccccc2F)c1C
    114.0	0.4
O=C(Cn1cc(CO)c2ccccc21)Nc1ccc(F)cc1
    100.0	0
N#Cc1nc(Cl)ccc1Cl
    100.0	-0.1

New compounds follow:
Values run as follows: Polio RdRp inh	Polio RdRp inh FP z-score
Cc1ccc(Cn2c(C)c(CNCc3ccc(OC(C)C)cc3)c(C(=O)O)c2C)cc1
    105.0	-0.3
CC1(C(=O)O)COC(c2ccc(Cl)cc2)OC1 (centres undefined)
    104.0	0.7
Cc1ccc(N(C(=O)c2ccco2)C(C(=O)NC2CCCC2)c2ccc(N(C)C)cc2)c(C)c1 (centres undefined)
    103.0	0.4
C=CCN(CC=C)C(=S)Nc1ccc2nc(C)c(C)nc2c1
    100.0	-0.4
CN(C)C(CNc1ncnc2sccc12)c1cccs1 (centres undefined)
    106.0	0.6
CC1=C(C(=O)NCc2cccc(Cl)c2)C2(CCCCCC2)OC1=O
    104.0	-0.5
COc1ccccc1C1C2=C(CCCC2=O)Nc2ccc3ncccc3c21 (centres undefined)
    108.0	0.4
O=C(CCSc1ccccc1C(=O)O)Nc1ccc(F)cc1
    101.0	-0.6
Cc1ccc(-n2c(=O)c3cccnc3n2CC(=O)NCc2ccc(Cl)cc2)cc1
    105.0	-0.3
Cc1ccc(Cl)cc1NC(=O)CSCc1cnn(-c2ccccc2)c1-n1cccc1
    118.0	2.2
COc1ccc(C(=O)OCC(=O)n2c(C)c(C)c3ccccc32)cc1
    102.0	0.1
CCc1nn2c(=O)cc(COC(=O)c3cccs3)nc2s1
    113.0	1.3
CSc1n[nH]c(N)c1S(=O)(=O)c1ccccc1
    103.0	0.3
CC1CCC(NC(=O)CN2C(=O)CSc3ncccc32)CC1 (centres undefined)
    103.0	0.3
O=C(CS(=O)(=O)c1cn(Cc2ccc(Cl)cc2)c2ccccc12)N1CCc2ccccc21
    100.0	-0.1
O=C(c1c[nH]c(=O)[nH]c1=O)N1CCc2ccccc2C1
    102.0	0.5
CC1=C(c2ccc(F)cc2)S(=O)(=O)NC1=NCc1ccccc1F
    107.0	0.7
Cc1ccc(C(CC(=O)O)NC(=O)CN2C(=O)c3ccccc3C2=O)cc1 (centres undefined)
    95.0	-0.4
Cc1ccc(C(=O)c2c(N)sc3c2CCC3)cc1
    105.0	0.8
CC(C)(C)CC(=O)NCc1cn2ccsc2n1
    101.0	-0.8

Whole records, looked up by structure:
`O=C(c1c[nH]c(=O)[nH]c1=O)N1CCc2ccccc2C1` is entered as Polio RdRp inh = 102.0; Polio RdRp inh FP z-score = 0.5
`Cc1ccc(C(=O)c2c(N)sc3c2CCC3)cc1` is entered as Polio RdRp inh = 105.0; Polio RdRp inh FP z-score = 0.8

(list continues)
Values run as follows: Polio RdRp inh	Polio RdRp inh FP z-score
Cc1ccc(NC(=O)COC(=O)C2CCCN2C2=NS(=O)(=O)c3ccccc32)cc1C (centres undefined)
    106.0	0.5
CC1Cc2ccccc2N1C(=O)c1ccnc(C(C)(C)C)c1 (centres undefined)
    100.0	0.1
Cc1ccc(Cn2cc3c(n2)-c2c(oc(C(=O)NCCCN4CCCCCC4)c2C)CC3)cc1
    100.0	-0.6
Cc1ccc(CNc2nc3c(c(=O)n(C)c(=O)n3C)n2Cc2ccc(Cl)cc2)cc1
    113.0	0.4
CCn1nc(NC(=O)c2cccs2)c2cc3ccccc3nc21
    100.0	-0.9
COCc1c(C(=O)Nc2ccc(F)cc2)oc2ccccc12
    99.0	-0.2
COc1ccc2oc(=O)c(C(=O)NCCc3c(C)[nH]c4c(Cl)cccc34)cc2c1
    106.0	0.5
CCCCNC(=O)Cn1c(=O)cc(C)c2c(C)nn(-c3cccc(Cl)c3C)c21
    99.0	-0.6
CN(C)CCCN1C(=O)C(=O)/C(=C(/O)c2ccc(S(=O)(=O)N(C)C)cc2)C1c1ccccc1 (centres undefined)
    101.0	-0.1
Cc1cccnc1NC(=O)c1c(O)c2cc(F)cc3c2n(c1=O)C(C)CC3 (centres undefined)
    103.0	0.7
O=C(O)/C=C/c1ccc(-c2ccc(Br)cc2)o1
    102.0	0.1
CCCCNC(=O)C1(NC(=O)Nc2ccccc2)CCCCC1
    104.0	0.7
O=C(c1n[nH]c(=O)c2ccccc12)N1CCC(n2c(=O)[nH]c3ccccc32)CC1
    102.0	-0.1
COc1ccc(-c2cc(C(=O)O)n(Cc3ccccc3)n2)cc1
    111.0	0.8
